TTR transcr act: TTR transcription activation, primary screen; 92,000 compounds, 1.3% hits; activation, % at 16.7 µM; AID 1117267; SH-SY5Y TTR promoter Gaussia luciferase, luminescence; 100% = recombinant luciferase protein wells;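 active = activation above the mean of all tested compounds plus 3 SD, cut at about 9.5% in these data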;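 note: cells exposed to compounds for one day before reading; 0% = median of all test compound wells on the plate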
Active calls of the source: *; & = joins results of further samples.

SMILES	TTR transcr act
Cc1cccc(-n2c(SCC(=O)Nc3nnc(C)s3)nnc2-c2ccoc2C)c1	0.4
COc1ccc(C(=O)NCc2nnc(SCC(=O)N3CCc4ccccc43)n2Cc2ccccc2)cc1	1.6
CN1CCCC1CCNc1ccc2c(=O)c3ccccc3oc2c1 (stereo not drawn)	5.9
NS(=O)(=O)c1ccc(NC(=O)c2ccc(S(=O)(=O)N3CCCCCC3)cc2)cc1	-0.1
O=C(OCc1ccccc1)N1CCC2CC1c1cc(/C=C/CCCSc3ncccn3)ccc12 (stereo not drawn)	-1.6
CC(=O)c1c(C)[nH]c(C(=O)Nc2ccccc2C)c1C	1.4
COc1ccc(CN(CC(=O)NCC2CCCO2)C(=O)CCC(=O)Nc2cc(C)ccn2)cc1 (stereo not drawn)	6.1
Fc1ccc(C2=CC(c3cccs3)n3nnnc3N2)cc1 (stereo not drawn)	-2.3
COc1ccc(-c2nc(CN3CCN(c4ccccc4OC)CC3)c(C)o2)cc1	1.6
O=C(CSc1nnnn1-c1ccccc1)Nc1nsc(-c2ccccc2)n1	1.6
CS(=O)(=O)c1cccc(C(=O)Nc2ccc(-c3nc4ccccc4[nH]3)cc2)c1	-1.1
O=C(O)c1ccc2ncsc2c1	0.7
COc1cccc2oc(-c3ccco3)cc(=O)c12	0.1
CCCc1cc(=O)oc2cc(OCC(=O)Nc3ccccn3)ccc12	-2.0
CCOc1ccc2ccccc2c1/C=N\NC(=O)OC	2.0
Cc1cc(NC(=O)Cc2ccc(Br)cc2)no1	3.7
CC(=O)c1cccc(NC(=S)Nc2ccn(Cc3cccc4ccccc34)n2)c1	-1.8
COC(=O)[C@@]1(Cc2ccc(OC)cc2)[C@H]2c3cc(C(=O)N4CCCC4)n(Cc4ccccn4)c3C[C@H]2CN1C(=O)c1ccccc1	-2.2
COc1ccc(-c2c(C)nn3c(Cl)c(C)c(C)nc23)cc1	2.4
Nc1ccc(-n2nncc2-c2ccco2)cc1	0.6
O=C(CSc1ncn[nH]1)Nc1ccc(Br)cc1F	-0.3
CCC(Sc1nc2sc(C(=O)OC)c(C)c2c(=O)n1N)C(=O)NCC1CCCO1 (stereo not drawn)	3.9
COc1ccccc1NCC(=O)NN=C1CCS(=O)(=O)c2ccc(F)cc21	1.3
O=C(COC(=O)CCNS(=O)(=O)c1ccccc1F)Nc1nnc(-c2ccccc2)o1	7.7
CCOC(=O)c1csc(NC(=O)C(C)(C)C)n1	0.6

Of the compounds above, 2 have bromine.
SMILES	TTR transcr act
Cc1cc(NC(=O)Cc2ccc(Br)cc2)no1	3.7
O=C(CSc1ncn[nH]1)Nc1ccc(Br)cc1F	-0.3

(further entries)
SMILES	TTR transcr act
Cc1ccc(Nc2nc3nonc3[nH]c2=O)cc1Cl	5.2
CCCc1ccc(C(=O)NNc2ccc(F)cc2)cc1	-0.7
CCCC12CN3CCN(CC(C3)/C1=N\NC(=O)c1ccccc1N)C2	0.9
O=C(Nc1ccnn1C1CCN(CCCc2ccccc2)CC1)c1ccccc1	-0.3
CCCn1c(=O)c2c(nc(Br)n2CCC)n(C)c1=O	1.1
C=CCSc1nnc(-c2cc(Br)ccc2N)c(=O)[nH]1	-1.8
CC1CCCCC1NC(=O)C(C)N1C(=O)c2ccccc2C1=O (stereo not drawn)	-1.5
CSc1cccc(NC(=S)N(Cc2ccccc2)Cc2cccnc2)c1	3.8
S=C(Nc1ccccc1Cl)N1CCCCC1	0.2
CC(C)(C)c1ccc(S(=O)(=O)N2CCC(O)(c3ccc(Cl)cc3)CC2)cc1	2.7
O=C(CSc1nnnn1-c1ccccc1)NCCCN1CCCC1=O	1.4
Cn1c(C(C(=O)NCC2CCCO2)N(CCc2ccccc2)C(=O)Cn2nnc3ccccc32)nc2ccccc21 (stereo not drawn)	-1.5
Cn1c(SCC(=O)N2c3ccccc3Sc3ccccc32)nnc1-c1ccco1	4.4
CCC(C)(C(=O)NC1CCCCC1)N(Cc1ccco1)C(=O)Cc1cccs1 (stereo not drawn)	-0.3
CS(=O)(=O)N(CC(=O)N1CCCCCC1)Cc1ccc(Cl)cc1	1.6
Cc1ccc(C2N(c3ccc(Cl)cc3)C(=O)N3CCCN23)cc1 (stereo not drawn)	-3.4
Cc1ccc(Cl)cc1NC(=O)C1CCCN1S(=O)(=O)c1ccc(-c2ccc(=O)[nH]n2)s1 (stereo not drawn)	-2.9
CC(=O)N1CCc2c(sc(NC(=O)CCS(=O)(=O)c3ccc(C)cc3)c2C#N)C1	4.5
c1ccc2c(c1)CCc1c(-c3ccncc3)n[nH]c1-2	2.5
O=C(CSc1nnc(-c2ccccc2)c(-c2ccccc2)n1)Nc1ccc(Br)cn1	-1.1
Cc1ccc([C@H]2N[C@]3(CCCN(Cc4ccc(F)cc4)C3=O)[C@H]3C(=O)N(Cc4ccccc4)C(=O)[C@@H]23)cc1	2.4
Cc1nc(SCC(=O)Nc2ccc3c(c2)OCO3)c(C#N)c2c1CCCC2	-3.2
O=C1C=C(c2ccc3c(c2)oc2ccccc23)C[C@@H](c2ccc3c(c2)OCO3)C1	2.1
NS(=O)(=O)c1ccc(CNC(=O)Cc2cccs2)cc1	1.1
Cc1ccc(CN(C)C(=O)CCc2nc3sc4c(c3c(=O)[nH]2)CCCC4)o1	1.7

Looked up by compound from the entries so far (7):
SMILES	TTR transcr act
Cn1c(SCC(=O)N2c3ccccc3Sc3ccccc32)nnc1-c1ccco1	4.4
CC1CCCCC1NC(=O)C(C)N1C(=O)c2ccccc2C1=O (stereo not drawn)	-1.5
Cc1ccc([C@H]2N[C@]3(CCCN(Cc4ccc(F)cc4)C3=O)[C@H]3C(=O)N(Cc4ccccc4)C(=O)[C@@H]23)cc1	2.4
CCC(C)(C(=O)NC1CCCCC1)N(Cc1ccco1)C(=O)Cc1cccs1 (stereo not drawn)	-0.3
S=C(Nc1ccccc1Cl)N1CCCCC1	0.2
Cn1c(C(C(=O)NCC2CCCO2)N(CCc2ccccc2)C(=O)Cn2nnc3ccccc32)nc2ccccc21 (stereo not drawn)	-1.5
Cc1ccc(C2N(c3ccc(Cl)cc3)C(=O)N3CCCN23)cc1 (stereo not drawn)	-3.4

Carrying on:
SMILES	TTR transcr act
CCN=C1SC(CC(=O)NCc2ccccc2)C(=O)N1CC (stereo not drawn)	-1.8
COc1nc(-c2ccccc2)nc(-c2ccccc2)c1C	0.5
CC1(C)CC(=O)C=C(c2ccc3c(c2)OCO3)C1	2.6
CCOC(=O)C1CCCN(C(=O)c2ccc3nc(-c4ccc(OC)c(OC)c4)c(-c4ccc(OC)c(OC)c4)nc3c2)C1 (stereo not drawn)	-2.8
CCOc1ccc(N(C(C)C(=O)N/N=C(\C)c2cccc(NC(=O)c3ccccc3)c2)S(C)(=O)=O)cc1 (stereo not drawn)	-3.1
Cc1cc(=O)oc(C)c1C(=O)N1CCc2c([nH]c3ccccc23)C1C(C)C (stereo not drawn)	1.7
CCCSc1nc(N)nc2c1ncn2C1OC(CO)C(O)C1O (stereo not drawn)	1.1
CCCCCn1nnnc1C1(C)CN(S(C)(=O)=O)CC(=O)N1Cc1ccco1 (stereo not drawn)	0.4
O=C(Nc1ncccn1)C1c2ccccc2Oc2ccccc21	1.3
CCC1(CC)C(=O)Nc2ccccc21	5.9
CCOC1(C)OCC(=O)[C@]2(CCC3C4CCC5=CC(=O)C=CC5(C)C4C(=O)CC32C)O1 (stereo partly drawn)	0.0
COCC(C)NC(=O)c1ccc2nc(-c3ccccc3)c(-c3ccccc3)nc2c1 (stereo not drawn)	-4.7
CC1CCC2(CC1)NC(=O)N(CC(=O)NC1(C#N)CCCCC1)C2=O (stereo not drawn)	-2.1
CCN(CCO)C(=O)c1ccc2nc(Cc3cccc(Cl)c3)oc2c1	-0.2
CC(=O)N/N=C(\C)c1ccc2c(c1)OCCO2	1.1
Cc1cc(C)n(Cc2ccc(C(=O)NCCC3=CCCCC3)o2)n1	1.0
COCC1CCN(C(=O)c2cc(COc3ccc(OC)cc3Cl)on2)C1 (stereo not drawn)	-0.4
CC(=O)N1CCN(Cc2nc(-c3cccc(Cl)c3)no2)CC1	-1.2
O=C(c1ccc(S(=O)(=O)NCc2ccco2)cc1)N1CCN(Cc2ccccc2)CC1	2.3
Cn1cc(C(=O)C(=O)N2CCCc3ccccc32)c2ccccc21	0.8
OC(c1ccccn1)c1c[nH]c2ccccc12 (stereo not drawn)	2.2
CCCCN(C(=O)c1ccc(Cl)c([N+](=O)[O-])c1)c1c(N)n(CCC)c(=O)[nH]c1=O	2.4
O=C(C1=C[C@@H]2[C@H]3C(=O)N(c4ccc(Cl)cc4)C(=O)[C@H]3[C@@H](C(=O)c3ccc(Cl)cc3)N2C=C1)c1ccccc1	-2.0
CCOC(=O)Cn1c(=O)oc2cc(S(=O)(=O)N3CCCc4ccccc43)ccc21	0.3
CC(C)C[C@H](NC(=O)OC(C)(C)C)c1nnc(SCc2cccc(F)c2)o1	-1.2
The list continues.
SMILES	TTR transcr act
O=C1[C@H]2[C@@H](c3ccc(F)cc3)N3C(=O)N(c4cccc(Br)c4)C(=O)[C@@]3(Cc3ccccc3)[C@H]2C(=O)N1C1CCCCC1	1.6
Nc1cccc(Nc2ccccc2)c1	-1.3
COc1cccc(NC(=O)C2CCCN(c3ncnc4c3nc3n4CCCCC3)C2)c1 (stereo not drawn)	-1.3
Cc1ccc2cc(C3CC(c4ccco4)=NN3S(=O)(=O)c3ccccc3)c(Cl)nc2c1 (stereo not drawn)	-1.7
O=C(Nc1nccs1)c1cccnc1	1.3
O=C(NCCSCc1ccccc1)c1cc(S(=O)(=O)N2CCOCC2)ccc1F	-0.5
NS(=O)(=O)c1ccc(CCNC(=O)COC(=O)C2CCC2)cc1	-2.2
COC(=O)/C(C#N)=C/c1cc(C)sc1C	6.3
O=C(NC(=S)Nc1ccccc1Br)C1CCC1	-0.1
c1ccc(OCCOc2ncnc3ccccc23)cc1	-2.0
N=c1sccn1CC(=O)Nc1cccc(S(=O)(=O)N2CCCCCC2)c1	-2.5
Cc1ccc(C(C)NC(=O)/C(C#N)=C\c2c(C)[nH]c3ccccc23)cc1 (stereo not drawn)	1.7
CCCn1nnc(NC(=O)/C=C/c2ccco2)n1	-1.3
CCN(CC)CCNC(=O)c1ccc(Sc2ccc(Cl)cc2)c(NC(C)=O)c1	3.2
O=C(Nc1ccc(S(=O)(=O)NC2CCCCC2)cc1)c1ccc(Br)o1	-2.4
COC(=O)c1ccc(Cn2cnc3c(cnn3-c3ccc(Cl)cc3)c2=O)o1	-0.1
CC1COC2C(O1)N(S(C)(=O)=O)CCN2S(C)(=O)=O (stereo not drawn)	2.2
Cn1c2ccccc2c2ncn(Cc3ccco3)c(=O)c21	-1.5
O=C(c1ccccc1)c1ccc(N2CCN(C(=O)c3cccc(F)c3F)CC2)c(F)c1	-2.5
CCOc1ccc(C2(C)CC(=O)N(C)C2=O)cc1 (stereo not drawn)	-0.3
COc1ccc2[nH]cc(CCNC(=O)C3CCCO3)c2c1 (stereo not drawn)	0.2
O=C(N[C@@H](Cc1ccc(Br)cc1)C(=O)O)OCC1c2ccccc2-c2ccccc21	-0.2
C/C(N)=C(/C#N)C(=O)CSc1nnc(Nc2cccc(C)c2C)s1	0.4&-2.5
CCN(CC)CC#CC(O)(c1ccccc1)c1ccccc1	-0.2
COc1ccc(S(=O)(=O)c2cnc3ccc(OC)cc3c2N2CCC3(CC2)OCCO3)cc1	0.4
The list goes on.
SMILES	TTR transcr act
Cc1ccc(NC(=O)CN(C)C(=O)c2ccc(Cl)c([N+](=O)[O-])c2)cc1	-0.9
CCS(=O)(=O)/N=C(\N)c1ccccc1	1.0
C=CCn1c(SCC(=O)Nc2ccc(C(=O)OCC)cc2)nnc1-c1cccs1	-3.8
Cc1ccc(C)c(Cn2nnc3c(=O)[nH]c(C4CCCN(S(=O)(=O)Cc5ccccc5)C4)nc32)c1 (stereo not drawn)	-1.3
CN(CC(=O)NCC1COc2ccccc2O1)S(=O)(=O)c1ccc(Cl)cc1 (stereo not drawn)	5.0
Cc1ccccc1-n1c(=O)cc(NCc2ccc3c(c2)OCO3)[nH]c1=O	1.8
Cc1cccc(C)c1-n1nnnc1C1(C)CCC(=O)N1Cc1cccs1 (stereo not drawn)	-1.7
C[C@H]1[C@H](C)CC[C@]2(C)CC[C@]3(C)C(=CC(=O)C4[C@@]5(C)CC[C@H](O)C(C)(C)C5CC[C@]43C)[C@H]12 (stereo partly drawn)	2.4
COc1ccc(OC)c(C(=O)c2ccc([N+](=O)[O-])cc2)c1	1.1
CCCCNS(=O)(=O)CCNCc1ccccc1OC	0.8
O=S(=O)(c1ccccc1)c1nc(-c2cccs2)oc1NCCCn1ccnc1	0.4
Cn1nc(C(=O)Nc2cccc(S(N)(=O)=O)c2)c2ccccc2c1=O	1.8
COc1cccc(OC)c1C(=O)NC(=S)NNC(=O)[C@H]1C[C@@H]1c1ccccc1	1.0
COc1ccc(N2CCN(C(=O)CCNC(=O)Cn3ccc4ccccc4c3=O)CC2)cc1	0.3
CC(C)(C)C1CCC(=O)N(CCC#N)CC1 (stereo not drawn)	-2.0
CCOC(=O)c1c(N)c(C#N)c2n1CCCC2	0.6
CCOc1ccccc1N1CCN(C(=O)c2cc3c(C)cc(C)cc3[nH]2)CC1	2.1
Cn1c(COc2ccc([N+](=O)[O-])cc2)nnc1SCC(N)=O	2.6
CCOc1cc(C(=O)N2CCN(c3ccccn3)CC2)cc(OCC)c1OCC	-0.3
CC1=NNC(=O)C1CCC(=O)N/N=C/c1ccc(C)cc1 (stereo not drawn)	2.2
CCn1c(SC(C)C)nnc1C1CCN(S(=O)(=O)c2ccc(OC)cc2)CC1	0.3
Cc1cc(NC(=O)Nc2ccccc2Cl)no1	-0.4
CN(C(=O)c1ccc(NC(=O)Cc2ccc(NC(=O)C3CCN(C(=O)C4CCC4)CC3)cc2)cc1)C1CCCC1	1.1

Ordered by length of the SMILES (smallest number first): some entries from above.
SMILES	TTR transcr act
CC(C)(C)C1CCC(=O)N(CCC#N)CC1 (stereo not drawn)	-2.0
CCOC(=O)c1c(N)c(C#N)c2n1CCCC2	0.6
O=S(=O)(c1ccccc1)c1nc(-c2cccs2)oc1NCCCn1ccnc1	0.4
Cc1ccc(NC(=O)CN(C)C(=O)c2ccc(Cl)c([N+](=O)[O-])c2)cc1	-0.9

From PubChem

These rows are one share of the data; rates above refer to the full screens.
